IDH1 R132H inh – qHTS for Inhibitors of mutant isocitrate dehydrogenase 1 (IDH1): qHTS. Potency, µM (doses to about 76.6 µM), for the others: at the highest dose activity change, negative = inhibition, actives largely listed as inhibitors. IDH1-R132H enzyme, NADPH consumption, diaphorase/resazurin fluorescence. 390,000 tested, 0.093% active. AID 602179, 2012; also: % is scaled to controls: 0 for no effect and ±100 for the full control effect; nearly all actives have a fitted effect of over 65% in size
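IDH1-R132H (0.5 ug/mL) preincubated 30 min with compound, then NADPH (0.016 mM) and alpha-KG (2 mM) added; 80 min at RT, pH 7.5. Remaining NADPH coupled via diaphorase/resazurin to fluorescence (540/590 nm); concentration-response curves normalized to no-enzyme control.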
USP1 inh – Inhibitors of USP1/UAF1: Primary Screen. recombinant USP1/UAF1, Ub-Rhodamine cleavage fluorescence. 390,000 tested, 0.23% active. Ubiquitin carboxyl-terminal hydrolase 1 (Homo sapiens), O94782. Potency, µM (highest dose often 57.1 µM), for inactives: at the top dose activity change, negative = inhibition, usual class: inhibitors. AID 743255, 2014; also: % is scaled to controls: 0 for no effect and ±100 for the full control effect; nearly all actives have a fitted effect of over 60% in size; inactives centre near -12
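USP1/UAF1 complex at 1 nM was preincubated with compound for 15 min at room temperature, then Ub-Rho substrate (150nM final) was added. Fluorescence (480/540 nm) was read kinetically, 6 reads every 60 seconds.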
rTrxR1 inhibitor – qHTS Assay for Inhibitors of Mammalian Selenoprotein Thioredoxin Reductase 1 (TrxR1): qHTS; AID 588453, 2011; Potency, µM (series often up to 114 µM), inactives show top-dose activity change, negative = inhibition, actives largely listed as inhibitors; 390,000 tested, 1% active; Thioredoxin reductase 1, cytoplasmic (Rattus norvegicus), O89049; recombinant rTrxR1, NADPH fluorescence consumption, selenite substrate; also: % is scaled to controls: 0 for no effect and ±100 for the full control effect; nearly all actives have a fitted effect of over 65% in size
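Rat TrxR1 (90 nM in the dispensed reagent) was pre-reduced with 400 uM NADPH for 5 min at room temperature, then incubated with compound for 15 min. After 400 uM selenite was added, NADPH fluorescence (Ex 340/Em 450 nm) was followed for 8 min.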
RGS4 inhibitor – Inhibitors of Regulator of G Protein Signaling (RGS) 4: qHTS. Regulator of G-protein signaling 4 (Homo sapiens), P49798. Potency, µM (top dose mostly 114 µM), inactives show at the highest dose activity change, negative = inhibition, hits mostly inhibitors. Transcreener GDP fluorescence polarization, RGS4-accelerated GTP hydrolysis. 390,000 tested, 0.039% active; also: % is scaled to controls: 0 for no effect and ±100 for the full control effect; nearly all actives have a fitted effect of over 75% in size; some results filed as inactive show a strong effect at the top dose
Target sequence (P49798 whole entry, looked up): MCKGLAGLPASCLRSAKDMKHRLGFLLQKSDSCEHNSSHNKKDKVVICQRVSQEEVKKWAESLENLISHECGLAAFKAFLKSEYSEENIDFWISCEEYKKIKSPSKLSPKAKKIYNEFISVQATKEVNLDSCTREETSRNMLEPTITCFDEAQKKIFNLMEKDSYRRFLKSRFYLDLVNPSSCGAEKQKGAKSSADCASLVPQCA
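MLSMR compounds (23 nl, pin-transferred) preincubated 10 min at room temperature with a 500nM (2x) first reagent, then RGS4 at 900nM (2x) plus Transcreener GDP mix added; fluorescence polarization (620/688 nm) read before and after 90 min at 30 °C.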
RXFP1 ag – qHTS Assay for Agonists of the Relaxin Receptor RXFP1; Potency, µM (series often up to 57.5 µM), for the others: at the top dose activation, hits mostly activators; HEK293T-RXFP1 cAMP TR-FRET, 30 min; response scale: percent of porcine relaxin response, buffer zero; Relaxin receptor 1 (Homo sapiens), Q9HBX9; 370,000 tested, 0.3% active; also: % is scaled to controls: 0 for no effect and ±100 for the full control effect; nearly all actives have a fitted effect of over 60% in size; many of its hits are not listed in these tables
Target sequence (Q9HBX9 whole entry, looked up): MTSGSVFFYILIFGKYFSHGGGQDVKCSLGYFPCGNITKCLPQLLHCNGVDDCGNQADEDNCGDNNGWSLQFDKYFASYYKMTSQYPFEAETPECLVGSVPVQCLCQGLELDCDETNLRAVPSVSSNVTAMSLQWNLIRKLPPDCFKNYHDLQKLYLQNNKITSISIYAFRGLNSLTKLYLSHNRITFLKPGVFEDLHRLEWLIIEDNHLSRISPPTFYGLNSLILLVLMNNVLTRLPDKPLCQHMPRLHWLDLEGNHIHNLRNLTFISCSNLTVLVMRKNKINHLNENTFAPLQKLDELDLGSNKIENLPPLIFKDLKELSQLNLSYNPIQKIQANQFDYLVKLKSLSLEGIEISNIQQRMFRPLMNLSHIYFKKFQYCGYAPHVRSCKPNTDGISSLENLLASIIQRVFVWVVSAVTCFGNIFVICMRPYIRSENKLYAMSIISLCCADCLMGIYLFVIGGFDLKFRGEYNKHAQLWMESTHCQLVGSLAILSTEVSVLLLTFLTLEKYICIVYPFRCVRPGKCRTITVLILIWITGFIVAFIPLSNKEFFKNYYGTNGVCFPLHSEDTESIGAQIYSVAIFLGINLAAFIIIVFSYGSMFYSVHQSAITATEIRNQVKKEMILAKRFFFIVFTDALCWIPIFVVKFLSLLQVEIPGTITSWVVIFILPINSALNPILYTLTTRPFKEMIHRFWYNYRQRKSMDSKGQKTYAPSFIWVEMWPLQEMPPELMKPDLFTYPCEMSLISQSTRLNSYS
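Agonist response is measured as cAMP accumulation in an RXFP1-transfected HEK293T line under PDE4 inhibition. Values are scaled between buffer-only and 29 nM porcine relaxin, and EC50s come from standard Hill equation fits.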
12-LOX inh – Primary qHTS assay for inhibitors of human arachidonate 12S-lipoxygenase (ALOX12): Round 2; Polyunsaturated fatty acid lipoxygenase ALOX12 (Homo sapiens), P18054; purified 12hLO, xylenol orange hydroperoxide absorbance; Potency, µM (highest dose often 108 µM), without a hit: at the highest dose activity change, negative = inhibition, usual class: inhibitors; 580,000 tested, 1.1% active; also: % is scaled to controls: 0 for no effect and ±100 for the full control effect
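Purified human 12hLO at 150 nM in 25 mM Hepes, 0.01% Triton X-100, pH 7.0, preincubated 15 min at room temperature with compound. Reaction started with 40 uM arachidonic acid, 30 min at room temperature. Hydroperoxide measured by Fe-xylenol orange, 573/405 nm absorbance ratio.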
Vif-A3F inh – qHTS for Inhibitors of Vif-A3F Interactions: qHTS; 390,000 tested, 0.2% active; Potency, µM (doses to about 46.1 µM), inactives show top-dose activity, negative = active; HeLa A3F-eYFP + Vif (tagged APOBEC3F with the HIV-1 protein that degrades it), YFP fluorescence increase; AID 602313, 2012; also: % of control where 0% means no effect; nearly all actives have a fitted effect of over 65% in size
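Fluorescence increase (Ex 488/Em 500-530) after overnight compound treatment at 37 deg C flags inhibition of Vif-driven A3F-eYFP loss in stable HeLa A3F-eYFP/Vif cells seeded overnight beforehand.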
TrxR1 substrate – qHTS Assay for Substrates of Mammalian Selenoprotein Thioredoxin Reductase 1 (TrxR1): qHTS. purified TrxR1 substrate turnover, NADPH consumption readout. Potency, µM (titrated, usually from 114 µM), for the others: at the highest dose activity change, negative = substrate turnover. 390,000 tested, 0.01% active; also: % is scaled to controls: 0 for no effect and ±100 for the full control effect; nearly all actives have a fitted effect of over 50% in size
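Rat TrxR1, dispensed at 90 nM, was prereduced with 400 uM NADPH (final) for 5 min at ~22 deg C, then incubated with compound 15 min before 400 uM selenite. A first-read NADPH fluorescence drop versus no-compound background flagged substrates.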
Vif-APOBEC3G blk – qHTS for Inhibitors of Vif-A3G Interactions: qHTS; HeLa A3G-eYFP + Vif (tagged APOBEC3G with the HIV-1 protein that degrades it), YFP fluorescence, overnight; Potency, µM (doses to about 46.1 µM), without a hit: at the highest dose activity, negative = active, actives largely listed as inhibitors; 410,000 tested, 0.076% active;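 also: % is scaled to controls: 0 for no effect and ±100 for the full control effect; nearly all actives have a fitted effect of over 60% in size; hits raise eYFP signal because A3G escapes Vif-driven loss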
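Read-out is eYFP fluorescence (Ex 488/Em 500-530) from Vif-expressing HeLa A3G-eYFP cells; more signal means A3G escaped Vif-mediated degradation. Cells plated overnight, compound pinned in, incubated overnight at 37 deg C.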
Numbers without * were called inactive; ? = inconclusive; . = not tested or not shown; & = joins results of further samples; [ ] = remark or other dose. Calls follow the shape of the dose curve; as a rule, active = well fitted curve in the direction sought with a large enough effect; inconclusive = small, poorly fitted or top-dose-only effect, or another doubt; inactive = no such curve, though single readings can be large; an effect the other way counts as inactive or inconclusive. Potency is read from the fitted curve at half-maximal effect. Some of the compounds tested; rates above refer to the full screens.

SMILES	IDH1 R132H inh	USP1 inh	rTrxR1 inhibitor	RGS4 inhibitor	RXFP1 ag	12-LOX inh	Vif-A3F inh	TrxR1 substrate	Vif-APOBEC3G blk
CC(NC(=O)COc1cc(=O)n(C)c2ccccc12)c1ccc2c(c1)OCCO2 (stereo not given)	7.4%	-23.3%	-4.3%	11.9%	0.3%	-17.1%	2.3%	-2.1%	-0.2%
COc1ccccc1C(=O)Nc1nc2nc(C)cc(=O)n2[nH]1	16.3%	-6.9%	16.7%	18.5%	-11.5%	-1.2%	-0.2%	-2.8%	2.3%
Cc1cccc(-c2nc(SCC(=O)NCc3ccco3)c3c(=O)n(C)c(=O)n(C)c3n2)c1	15.7%	-6.2%	12.3%[57.1 µM]	-13.7%	?	-6.3%	3.3%	-0.6%[57.1 µM]	-3.5%
O=C(CCOc1ccccc1)N(Cc1cccnc1)c1nc2c(F)cccc2s1	2.1%	?	?	-33.2%	-0.7%	-13.4%	0.6%	-2.4%[57.1 µM]	-5.3%
CN1C(=O)[C@H]2[C@@H](c3ccccc3)N[C@]3(CCCN(Cc4ccc(F)cc4)C3=O)[C@H]2C1=O	-6.7%	8.5%	.	.	.	?	2.3%	.	0.1%
COC(=O)N1CN(C(=O)OC)CN(C(=O)OC)C1	6.8%	-27.6%	4.9%	-17.5%	0.4%	453.6%[activator]	7.0%	0.5%	1.4%
COc1ccc2nc(NC(=O)c3cc(=O)c4ccccc4o3)sc2c1	6.1%	?	11.7%	-13.9%	5.2%	-18.8%	-4.5%	-0.4%	-0.7%
CCN(Cc1ccccc1)C(c1ccncc1)c1nnnn1C(C)(C)C (stereo not given)	2.1%	-8.2%	7.1%	-6.4%	1.4%	1.6%	-6.1%	1.7%	3.2%
COCCCNC(=S)NCCCNc1nc2cc3c(cc2cc1C#N)OCO3	6.5%	-17.3%	44.5%[activator]	-13.4%	1.5%	?	-3.2%	148.1%[activator]	-2.8%
CCC(=O)Nc1ccc(N2CCN(C(=O)c3cccs3)CC2)cc1	-2.0%	2.4%	21.4%	10.5%	1.0%	-5.3%	2.3%	4.3%	0.3%
CCOC(=O)C1=CNS(=O)(=O)NC1c1ccc2ccccc2c1 (stereo not given)	-2.0%	-10.9%	-1.9%	15.7%	.	31.6µM*	0.7%	-3.3%	1.3%
COc1ccccc1NC(=O)CN(C)S(=O)(=O)c1cccc2cccnc12	-6.6%&13.5%	?	25.6%&12.1%	10.1%&-30.4%	0.7%&-1.5%	-4.7%&-18.2%	14.0%&-5.0%	-1.3%&1.0%	2.2%&0.0%
Cc1[nH]c2ccc(C(=O)NCCCN3CCCC3)cc2c1C	0.4%	-18.2%	13.3%	-8.8%	-1.1%	0.0%	12.5%	3.6%	0.1%
CC1(C)CC(=O)C=C(Nc2ccccc2F)C1	-6.7%	-14.1%	7.9%[57.1 µM]	-22.7%	1.5%	-24.7%	0.7%	4.4%[57.1 µM]	-0.2%
COC(=O)c1cc(NS(=O)(=O)c2ccc(N3CCCCCC3)c([N+](=O)[O-])c2)cc(C(=O)OC)c1	-1.9%	-1.2%	-4.4%	1.5%	1.3%	0.0%	4.2%	-14.5%	-5.6%
COC(=O)CN1C(=O)[C@H]2[C@@H](c3ccc(C)o3)N3C(=O)CN(CC4CC4)C(=O)[C@@]3(C)[C@H]2C1=O	4.3%	-22.0%	?	?	-0.5%	32.6%[activator]	-2.6%	6.8%	1.9%
CNC(=O)c1cccc(NC(=O)CCCNC(=O)c2ccc(Cl)cc2)c1	-9.8%	-35.1%	13.7%	-7.4%	-0.2%	-36.2%	-4.5%	1.9%	-0.1%
COc1cc(C2NC(=O)NC(C)=C2C(=O)OC2CCCC(C)C2)ccc1O (stereo not given)	1.1%	-9.2%	3.5%	-26.4%	1.5%	?	1.6%	0.7%	-0.7%
COc1cc(C(=O)OCC(=O)N2CCC(Cc3ccccc3)CC2)cc(OC)c1OC	2.2%	-19.5%	12.4%	-4.3%	2.1%	.	-1.3%	6.6%	-0.9%
COC(=O)c1ccc(CNC(=O)C23CC4CC(CC(C4)C2)C3)cc1	6.7%	-8.4%	19.2%	1.3%	-0.2%	0.6%	3.9%	-1.4%	-0.9%
COc1ccccc1-n1cnc2cc(C(=O)NCCCN3CCOCC3)ccc21	-0.8%	-10.9%	12.1%[57.1 µM]	-26.1%	-1.5%	-0.9%	-16.1%	8.2%[57.1 µM]	-0.3%
CCN1CCN(S(=O)(=O)c2ccc(Cl)c(C(=O)NCc3ccco3)c2)CC1	-2.0%	-0.2%	10.4%[57.1 µM]	3.3%	0.0%	-13.8%	-14.6%	9.5%[57.1 µM]	0.7%
COc1cc(C(=O)NCC(=O)OCc2ccc(F)cc2)cc(OC)c1OC	-4.0%	-5.6%	18.0%	8.7%	.	269.7%[activator]	5.1%	2.7%	-7.3%
CC(=O)/C(=N/Nc1ccc(Br)cc1)Sc1cccc2cccnc12	0.0%	-5.1%	-3.1%	21.3%	-1.5%	-18.9%	-0.2%	-8.2%	-11.3%
O=C(Cn1nnc(-c2ccc(S(=O)(=O)N3CCCC3)cc2)n1)Nc1ccccc1-n1cccc1	2.4%	-8.8%	16.7%	-4.2%	2.2%	-8.5%	-8.9%	2.6%	0.7%
Remaining list, next part.
SMILES	IDH1 R132H inh	USP1 inh	rTrxR1 inhibitor	RGS4 inhibitor	RXFP1 ag	12-LOX inh	Vif-A3F inh	TrxR1 substrate	Vif-APOBEC3G blk
Cc1cc(NC(=O)CC(C)(C)C)nc2c1c(=O)oc1ccccc12	-0.7%	-4.4%	12.2%	7.2%	3.4%	-1.6%	-11.2%	4.6%	-4.9%
CC(Oc1ccc(Cl)cc1)C(=O)Nc1cccc(S(=O)(=O)N2CCOCC2)c1 (stereo not given)	-4.2%	-10.8%	41.2%[activator]	-5.3%	3.4%	231.3%[activator]	-0.6%	-1.9%	0.5%
O=C(CNC(=O)c1cc(-c2ccccc2)nn1-c1ccccc1)Nc1ccccc1Br	16.6%	-16.7%	6.4%	-15.4%	.	45.0%[activator]	-16.1%	7.3%	-0.9%
CCCCN(C)C(=O)C1CCN(c2ccc(S(=O)(=O)N3CCOCC3)cc2[N+](=O)[O-])CC1	5.5%	-8.6%	3.1%	-4.5%	0.3%	-4.6%	4.6%	-2.8%	2.1%
COc1cc(C)c(C)cc1S(=O)(=O)N1CCN(Cc2ccc3c(c2)OCO3)CC1	0.7%	-4.6%	17.2%[57.1 µM]	7.5%	-0.7%	?	4.4%	-17.5%	-4.5%
CC1(OC(=O)CCc2ccccc2)C(=O)C=C2C=C(c3ccc(C#N)cc3)N(C3CCCCC3)C=C2C1=O (stereo not given)	5.5%	-34.7%	-4.3%	-20.1%	0.3%	?	-0.2%	-8.0%	-2.1%
COC(=O)c1ccc(C(=O)OC)c(NC(=S)N2CCN(C(=O)C3CCCO3)CC2)c1 (stereo not given)	3.9%	-14.1%	10.4%[57.1 µM]	-7.2%	0.9%	139.7%[activator]	2.3%	7.0%	1.2%
COc1ccc(C(=O)NNC(=O)c2cccc(F)c2)cc1	-3.3%	7.2%	22.9%[57.1 µM]	-2.3%	-1.1%	0.1%	2.4%	1.7%[57.1 µM]	-3.6%
CC(Oc1ccc([N+](=O)[O-])cc1)C(=O)NCC1CCCO1 (stereo not given)	12.9%	-14.8%	11.6%	12.3%	4.7%	4.1%	0.4%	1.1%	-5.2%
COc1ccc(/C(N)=N/OC(=O)Cc2ccc(C)cc2)cc1OC	-1.5%	-5.5%	14.4%	24.1%	0.0%	-7.9%	3.3%	-4.2%	3.8%
CCNC(=O)CC1C(=O)N(c2ccc(F)cc2)C(=O)N1Cc1ccc(OC)cc1 (stereo not given)	-4.2%	4.9%	5.5%	26.4%	-1.1%	14.3%	-14.2%	-0.1%	3.5%

Three structures from above, ordered by SMILES length, highest first:
SMILES	IDH1 R132H inh	USP1 inh	rTrxR1 inhibitor	RGS4 inhibitor	RXFP1 ag	12-LOX inh	Vif-A3F inh	TrxR1 substrate	Vif-APOBEC3G blk
CCCCN(C)C(=O)C1CCN(c2ccc(S(=O)(=O)N3CCOCC3)cc2[N+](=O)[O-])CC1	5.5%	-8.6%	3.1%	-4.5%	0.3%	-4.6%	4.6%	-2.8%	2.1%
O=C(CNC(=O)c1cc(-c2ccccc2)nn1-c1ccccc1)Nc1ccccc1Br	16.6%	-16.7%	6.4%	-15.4%	.	45.0%[activator]	-16.1%	7.3%	-0.9%
Cc1cc(NC(=O)CC(C)(C)C)nc2c1c(=O)oc1ccccc12	-0.7%	-4.4%	12.2%	7.2%	3.4%	-1.6%	-11.2%	4.6%	-4.9%
